NLRP3 yeast inh: inhibitors of NALP3 inflammasome in yeast; inhibition, % at 10 µM; Yeast reconstituted NLRP3/ASC/caspase-1, beta-gal luminescence, 24 h; hit rate 0.39% among 330,000;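 active = inhibition of 50% or more; inactive = inhibition below 50%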;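 also: plate controls were induced DMSO wells for no effect and uninduced yeast grown without galactose for full effect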
MPTP inh: permeability transition pore inhibition; inhibition, % at 10 µM; AID 602449; isolated mouse mitochondria, Ca2+ swelling absorbance, 30 min; hit rate 1.4% among 360,000;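 active = inhibition of 50% or more, scaled per plate between neutral and stimulator controls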;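 also: 0% = DMSO wells given calcium and 100% = 1 mM EGTA wells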
TIM10 inh: inhibits growth of TIM10 yeast strain | S. cerevisiae TIM10 strain growth, BacTiter-Glo luminescence, 24 h | inhibition, % at 10 µM | hit rate 1.4% among 330,000;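 active = inhibition of 40% or more at the single tested concentration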;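 also: wild-type TIM10 isogenic control strain grown at permissive 25 °C; 0% = DMSO yeast wells and 100% = minimal medium wells without yeast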
GRIN3A LBD mod: modulates the human NR3A ligand-binding domain. NR3A LBD differential scanning fluorimetry, Tm shift; 0% = protein alone, 100% = glycine-bound protein. Tm shift relative to glycine control, % at 25 µM. hit rate 2.5% among 340,000;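 active = melting temperature shift of at least 10% of the positive control shift, at one fixed dose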
APJ agonist: agonists of human APJ apelin receptor | AID 2520 | activation, % at 20 µM | CHO-K1 APJ PathHunter beta-arrestin, luminescence; 0% DMSO wells, 100% apelin | hit rate 0.11% among 330,000;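 active = activation more than six SD over the plate average, tested at 20 µM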;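 also: 0% = DMSO alone and 100% = apelin-13 at 10 nM; some results filed as inactive read as strong as hits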
Target sequence (P35414 whole entry, looked up): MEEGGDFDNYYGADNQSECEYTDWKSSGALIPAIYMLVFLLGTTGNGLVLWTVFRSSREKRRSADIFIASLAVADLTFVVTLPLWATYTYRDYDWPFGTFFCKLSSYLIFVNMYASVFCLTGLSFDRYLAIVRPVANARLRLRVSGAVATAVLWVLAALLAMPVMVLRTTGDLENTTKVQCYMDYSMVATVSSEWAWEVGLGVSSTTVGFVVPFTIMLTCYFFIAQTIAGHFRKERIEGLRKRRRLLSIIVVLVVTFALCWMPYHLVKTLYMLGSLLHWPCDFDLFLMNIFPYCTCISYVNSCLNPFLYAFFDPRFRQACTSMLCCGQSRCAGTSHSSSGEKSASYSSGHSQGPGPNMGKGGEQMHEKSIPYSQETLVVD
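assay system = CHO-K1 APJ beta-arrestin complementation cell line | input = cell density 1000 per well | dosing = compound 20 µM once, DMSO 1% | timing = compound 90 min 25 °C, reagent 1 h | measured by = luminescence from split beta-galactosidase complementation, Galacton Star/Emerald II substrate | read-out basis = APJ agonist activity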
APJ antag: blocks the human apelin receptor APJ; P35414; CHO-K1 APJ beta-arrestin complementation, luminescence; inhibition, % at 20 µM; hit rate 0.32% among 330,000; AID 2521;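 active = inhibition above about 40% at 20 µM, limit read from the data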;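 also: cells challenged with 10 nM apelin-13 agonist together with compound; plate controls were apelin-13 plus DMSO wells for no effect and DMSO wells lacking apelin-13 for full effect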
tim10-1 inh: tim10-1 yeast growth inhibition. hit rate 2.2% among 330,000. inhibition, % at 20 µM. S. cerevisiae tim10-1 ts strain growth, BacTiter-Glo, 24 h;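 active = inhibition of at least 40%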;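 also: mutant grown at 25 °C; 0% = DMSO wells with yeast and 100% = wells holding no yeast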
tim23-1 inh: inhibits growth of tim23-1 mutant yeast | S. cerevisiae tim23-1 growth, BacTiter-Glo luminescence, 24 h | inhibition, % at 20 µM | hit rate 1.3% among 330,000 | AID 463212;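 active = growth inhibition of the mutant yeast at or above 50%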;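 also: temperature-sensitive mutant grown at 25 °C; plate controls were DMSO-treated mutant yeast for no effect and medium wells lacking yeast for full effect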
beta cell repl: induces beta-cell replication in MIN6 cells. MIN6 cells proliferation, ATPlite luminescence, 48 h; cells starved in 0.2% serum; 100% = growth in 10% serum. proliferation, % at 10 µM. hit rate 0.29% among 330,000. AID 2380;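 active = compounds whose signal lies at least 3.5 SD above the mean of all wells on their plate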;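 also: 0% = DMSO-treated cells in low-serum medium and 100% = 10% serum control; some compounds called inactive have numbers as strong as hits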
Starred values were filed as active, the others as inactive; x = no result given; & = joins results of further samples.

No.	smiles	NLRP3 yeast inh	MPTP inh	TIM10 inh	GRIN3A LBD mod	APJ agonist	APJ antag	tim10-1 inh	tim23-1 inh	beta cell repl
1	C=CCc1c(C)nc(SC)nc1Nc1ccc(C(C)=O)cc1	16	-0.1	11	-4	-4	4	31	50*	-4
2	CC1(C)CC(=O)C(N=Nc2ccc(Br)cc2)=C(O)C1	21	2.2	-23	-1	-2	-4	-5	3	-2
3	COc1ccc(COC(=O)c2ccc(Br)c(S(=O)(=O)N3CCOCC3)c2)cc1F	7	-0.4	10	-3	-4	-16	16	3	-2
4	COC/C=C/C1=CC2=CC(=O)C(C)(O)C(=O)C2=CO1 (stereo unspecified)	21	x	-6	x	-4	-40	-18	0	4
5	O=C1CC(=C2c3ccccc3-c3ccccc32)C(=O)N1CCN1CCN(c2ccccc2)CC1	26	-0.1	8	-3	1	3	5	19	-2
6	CCNC(=O)/C(=C/c1cccc([N+](=O)[O-])c1)NC(=O)c1ccc(C)cc1	6	1.4	1	1	-4	3	8	-2	0
7	COc1cccc(C(=O)Nc2cc(NC(=O)c3ccco3)ccc2OC)c1	0	-0.2	5	1	-1	17	-35	-11	0
8	CCCCC(CC(C)O)c1n[nH]c(=S)n1-c1ccccc1 (stereo unspecified)	3	1.4	1	0	0	-28	13	5	0
9	COc1ccc(CCNC(=O)C2CC(c3ccc([N+](=O)[O-])cc3)=NO2)cc1 (stereo unspecified)	23	-0.1	-5	3	-3	-93	1	14	-1
10	CCOC(=O)c1c(C)[nH]c(C(=O)OCC(=O)Nc2ccccc2)c1C	8	0.0	14	-2	-4	7	3	5	-5
11	CCOC(=O)CSc1nnc(CNc2nc(-c3ccccc3)cs2)n1C	7	2.0	10	0	-7	6	9	9	-2
12	O=C(COC(=O)c1cccc(-n2cnnn2)c1)c1ccc(F)cc1	10	-2.0	3	0	1	3	-70	16	7

Full records, quoted from the list.
CCOC(=O)CSc1nnc(CNc2nc(-c3ccccc3)cs2)n1C in the list: NLRP3 yeast inh = 7; MPTP inh = 2.0; TIM10 inh = 10; GRIN3A LBD mod = 0; APJ agonist = -7; APJ antag = 6; tim10-1 inh = 9; tim23-1 inh = 9; beta cell repl = -2
COc1ccc(CCNC(=O)C2CC(c3ccc([N+](=O)[O-])cc3)=NO2)cc1 (stereo unspecified) in the list: NLRP3 yeast inh = 23; MPTP inh = -0.1; TIM10 inh = -5; GRIN3A LBD mod = 3; APJ agonist = -3; APJ antag = -93; tim10-1 inh = 1; tim23-1 inh = 14; beta cell repl = -1

(listing goes on)
No.	smiles	NLRP3 yeast inh	MPTP inh	TIM10 inh	GRIN3A LBD mod	APJ agonist	APJ antag	tim10-1 inh	tim23-1 inh	beta cell repl
13	COC(=O)c1ccc(Oc2c(F)c(F)nc(N3CCOCC3)c2F)cc1	5	2.2	-13	-1	-5	4	14	11	-3
14	COCCCNC(=O)C1CCN(C(=O)c2cc3sccc3n2Cc2ccc(F)cc2)CC1	5	3.0	25	-2	-2	12	9	17	0
15	CCCCN1C(=O)C(=O)N(CC(=O)c2ccc[nH]2)C1=O	16	-0.7	-1	-1	0	1	-4	-6	-4
16	CCc1cccc(NC(=O)c2sc3nc4n(c(=O)c3c2C)CCC4)c1	21	-2.2	9	0	0	-5	-9	14	-2
17	Cc1ccc2[nH]c(=O)c(C(c3nnnn3CC3CCCO3)N3CCOCC3)cc2c1 (stereo unspecified)	5	-1.4	-1	0	0	20	7	7	-1
18	COC(=O)CN(c1cc(OC)ccc1OC)S(=O)(=O)c1ccc(OC)c(OC)c1	15	0.7	14	10*	7	-14	20	-1	-2
19	O=C(CCNC(=O)c1ccccc1Cl)NNC(=O)c1ccccc1O	12	-1.7	8	0	-2	-6	5	-1	-4
20	Cn1c(N=Nc2ccccc2)nc2ccccc21	23	-1.4	26	-2	-2	12	15	32	0
21	FC(F)(F)c1n[nH]c(=S)n1/N=C/c1ccco1	5	0.4	-1	3	-3	14	-3	-7	0
22	CSc1ccc(C2NN=C(c3ccccc3)S2)cc1 (stereo unspecified)	42	1.5	10	-18	1	-4	6	8	-3
23	CCc1ccc(-c2nc(CS(=O)CC(=O)NCc3cccnc3)c(C)o2)cc1 (stereo unspecified)	-7	0.4	-1	1	-2	-20	15	22	-2
24	CCOc1cc(C2c3c(n[nH]c3C)C(=O)N2c2ccc(C)cc2)ccc1O (stereo unspecified)	15	2.2	13	0	-2	7	15	10	-3
25	O=C(Nc1ccc(S(=O)(=O)N2CCCCC2)cc1)C1CC(=O)N(Cc2ccccc2)C1 (stereo unspecified)	9	-2.7	0	0	1	2	11	15	-4
26	CN1CCN(C(=O)CNc2ccc(C(F)(F)F)cc2[N+](=O)[O-])CC1	12	-0.4	-20	0	-2	-12	27	-3	0
27	Cc1csc(=O)n1CC(=O)OCC(=O)Nc1cc(S(=O)(=O)N2CCOCC2)ccc1Cl	20	-1.7	-8	1	11	12	-8	-1	4
28	Cn1c(=O)c2c(nc(SCC(=O)Nc3ccccc3)n2C)n(C)c1=O	1	-1.3	0	0	-1	15	21	14	-5
29	CCn1c(C)c(C(C)=O)c(NCc2ccccc2)nc1=S	5	-0.9	13	14*	1	0	14	9	-3
30	COC(=O)Nc1cc([N+](=O)[O-])ccc1OC	13	1.0	-9	-2	-6	34	7	14	1
31	COc1ccc(CCN(Cc2cc3cc(C)c(C)cc3nc2Cl)C(=O)C2CC2)cc1	-7	3.3	28	-5	-5	-3	20	34	-3
32	CCOC(=O)NC(Nc1cc(C)on1)(C(F)(F)F)C(F)(F)F	18	0.8	-7	1	-2	25	-4	2	-2
33	CCc1ccc2c(COC(=O)C3CSC4(C)CCC(=O)N34)cc(=O)oc2c1 (stereo unspecified)	16	0.4	7	-1	0	-15	21	27	4
34	O=C(NCCOc1ccc(F)cc1)C1CCC(=O)N(CCc2ccccn2)C1 (stereo unspecified)	3	0.5	7	-2	1	3	1	2	-2
35	O=C(CSc1ncn[nH]1)N/N=C/c1ccc(Br)cc1	3	2.0	0	2	-3	28	-7	-3	1
36	Cc1cccc2c1NC(=O)C2=Nc1ccc(Cl)cc1	16	-0.5	-3	0	-14	63*	18	33	0

Records listed above printed as active in GRIN3A LBD mod.
cpd	structure	NLRP3 yeast inh	MPTP inh	TIM10 inh	GRIN3A LBD mod	APJ agonist	APJ antag
18	COC(=O)CN(c1cc(OC)ccc1OC)S(=O)(=O)c1ccc(OC)c(OC)c1	15	0.7	14	10*	7	-14
29	CCn1c(C)c(C(C)=O)c(NCc2ccccc2)nc1=S	5	-0.9	13	14*	1	0

Among those listed so far, 3 have a CF3 group.
No.	smiles	NLRP3 yeast inh	MPTP inh	TIM10 inh	GRIN3A LBD mod	APJ agonist	APJ antag	tim10-1 inh	tim23-1 inh	beta cell repl
21	FC(F)(F)c1n[nH]c(=S)n1/N=C/c1ccco1	5	0.4	-1	3	-3	14	-3	-7	0
26	CN1CCN(C(=O)CNc2ccc(C(F)(F)F)cc2[N+](=O)[O-])CC1	12	-0.4	-20	0	-2	-12	27	-3	0
32	CCOC(=O)NC(Nc1cc(C)on1)(C(F)(F)F)C(F)(F)F	18	0.8	-7	1	-2	25	-4	2	-2

(continued)
No.	smiles	NLRP3 yeast inh	MPTP inh	TIM10 inh	GRIN3A LBD mod	APJ agonist	APJ antag	tim10-1 inh	tim23-1 inh	beta cell repl
37	O=C(O)CCC(=O)N1N=C(c2c(-c3ccccc3)c3cc(Cl)ccc3[nH]c2=O)CC1c1ccco1 (stereo unspecified)	-8	-7.0	-9	-2	-1	-23	-8	-11	-3
38	CCc1ccc(-c2cc(C(=O)NN3CCN(C)CC3)c3ccccc3n2)cc1	-1	-1.7	4	-4	-3	0	6	6	-4
39	O=C(NCc1n[nH]c(=S)n1-c1ccc(Br)cc1)c1ccc(S(=O)(=O)N2CCOCC2)cc1	7	0.4	1	5	-2	0	14	-1	1
40	CCc1ccc(S(=O)(=O)c2nnn3c2nc(NCCNC(C)=O)c2ccccc23)cc1	-8	65*	-6	-6	-4	4	7	13	-2
41	Cc1ccc(OCCCC(=O)NNC(=O)c2ccccn2)cc1	31	-1.0	-3	0	-3	-3	10	-9	-6
42	N#Cc1ccc(N=c2ssnc2Cl)cc1	17&0	1.7&5.0	14&17	23*	-1&-3	21&17	31&40	37&34	-7&-5
43	O=C(O)c1ccc(S(=O)(=O)NC2CCCc3ccccc32)cc1 (stereo unspecified)	0	-5.1	3	5	-1	10	0	7	-2
44	Cc1ccc(C(=O)O)cc1NCc1ccncc1	3	1.8	-1	2	-5	-17	0	9	3
45	COc1ccccc1CNC(=O)Cn1nnnc1CN(C)C(C)C	14	0.8	1	0	-3	22	19	20	-4
46	COc1ccccc1/C=C/CN1CCC(Oc2cc(C(=O)NC3CC3)ccc2OC)CC1	5	0.1	-4	2	-3	12	-15	-3	-1
47	O=C(Nc1ncccn1)c1ccc([N+](=O)[O-])cc1	11	-1.0	0	-1	-2	-11	-2	16	-2
48	COC(=O)Cc1c(C)c2ccc(OCc3nn[nH]n3)c(C)c2oc1=O	-3	0.5	-25	1	1	19	5	-6	0
49	CC(CNC(=O)CN(C)CC(=O)Nc1ccccc1Br)c1ccccc1 (stereo unspecified)	-1	1.2	7	4	-4	-2	9	27	-4
50	CCNC(=S)Nc1ccc(NC(=O)c2ccccc2O)cc1	0	-1.0	-36	9	0	-8	-42	-37	0
51	O=C(NCCOc1ccccc1Cl)c1ncn[nH]1	8	0.1	2	-1	-4	-7	7	13	0
52	COc1ccc(NC(=O)CCOc2ccccc2)c(OC)c1	19	0.6	7	0	0	-4	15	6	-2
53	Cc1c(C(=O)N2CCN(c3ccccn3)CC2)oc2c(F)cccc12	7	-0.4	13	-1	-1	-10	33	24	2
54	CCOc1ccc2oc(C(=O)N(C)CCc3ccc(OC)c(OC)c3)c(C)c2c1	11	-0.6	17	-4	-2	20	23	27	-4
55	c1cnc(N2CC[N+]3(CCCC3)CC2)nc1	7	-1.9	-2	-1	6	4	4	8	-1
